# APOBEC3G inh – inhibitors of human APOBEC3G DNA deaminase; AID 493012; 0.28% of 330,000 active; recombinant A3G, ssDNA deamination FAM/TAMRA fluorescence; inhibition, % at 20 µM; Q9HC16;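 active means inhibition of at least 40% at 20 µM, with no more than 30% in the related APOBEC3A deaminase screen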;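 further: plate controls were DMSO wells with A3G for no effect and wells lacking A3G enzyme for full effect; some compounds called inactive have numbers as strong as hits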
# NLRP3 yeast inh – blocks the NALP3 inflammasome reconstituted in yeast | 0.39% of 330,000 active | inhibition, % at 10 µM | AID 2825 | Yeast reconstituted NLRP3/ASC/caspase-1, beta-gal luminescence, 24 h;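 active means inhibition of 50% or more; inactive means inhibition below 50%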;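 further: plate controls were induced DMSO wells for no effect and uninduced yeast grown without galactose for full effect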
# TIM10 inh – growth inhibitors of TIM10 yeast strain | S. cerevisiae TIM10 strain growth, BacTiter-Glo luminescence, 24 h | inhibition, % at 10 µM | 1.4% of 330,000 active;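 active means inhibition of 40% or more at the single tested concentration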;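 further: wild-type TIM10 isogenic control strain grown at permissive 25 °C; 0% = DMSO yeast wells and 100% = minimal medium wells without yeast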
# mIAP block – mouse IAP inhibition; inhibition, % at 10 µM; 0.2% of 330,000 active; purified mouse IAP, CDP-Star luminescence, 30 min; AID 2806;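 active means inhibition of at least 40% at 10 µM in the primary screen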;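 further: plate controls were DMSO with enzyme for no effect and no enzyme wells for full effect; values of inactives mirror those of a sister screen read the other way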
# beta cell repl – induces beta-cell replication in MIN6 cells. MIN6 cells proliferation, ATPlite luminescence, 48 h; cells starved in 0.2% serum; 100% = growth in 10% serum. proliferation, % at 10 µM. 0.29% of 330,000 active;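 active means compounds whose signal lies at least 3.5 SD above the mean of all wells on their plate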;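 further: 0% = DMSO-treated cells in low-serum medium and 100% = 10% serum control; some compounds called inactive have numbers as strong as hits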
# mIAP activ – mouse IAP activation. muIAP, CDP-Star luminescence, 30 min; hits give high values; 1 = vehicle-only enzyme signal, 0 = enzyme-free wells. activation factor at 10 µM. 0.24% of 330,000 active. AID 2805;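 active means activation factor of at least 2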; further: the source names both 10 and 20 µM as test concentration; values of inactives mirror those of a sister screen read the other way
#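 Assay system: mouse IAP enzyme; Reagent: CDP-Star chemiluminescent phosphatase substrate; Compound: DMSO-dissolved test compounds; Incubation: 30 min, room temperature; Technique: luminescence from enzymatic CDP-Star hydrolysis; Controls: DMSO-only wells and no-enzyme negative control.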
# tim10-1 inh – inhibits growth of tim10-1 mutant yeast | S. cerevisiae tim10-1 ts strain growth, BacTiter-Glo, 24 h | inhibition, % at 20 µM | 2.2% of 330,000 active | AID 463190;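 active means inhibition of at least 40%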;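 further: mutant grown at 25 °C; 0% = DMSO wells with yeast and 100% = wells holding no yeast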
# APOBEC3A inh – inhibitors of human APOBEC3A DNA deaminase; P31941; recombinant A3A, FAM/TAMRA ssDNA deamination fluorescence; inhibition, % at 20 µM; 0.41% of 330,000 active; AID 493011;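 active means at least 40% inhibition at 20 µM here, with at most 30% in a related deaminase screen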;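 further: plate controls were A3A with DMSO for no effect and wells lacking A3A enzyme for full effect; some results filed as inactive read as strong as hits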
# Target sequence (P31941 whole entry, looked up): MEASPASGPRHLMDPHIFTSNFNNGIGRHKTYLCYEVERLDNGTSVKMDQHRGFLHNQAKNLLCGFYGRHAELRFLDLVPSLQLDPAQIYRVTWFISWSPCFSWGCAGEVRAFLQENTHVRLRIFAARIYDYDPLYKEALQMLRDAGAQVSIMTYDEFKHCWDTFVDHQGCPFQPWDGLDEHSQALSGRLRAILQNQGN
# hIAP inh – human IAP inhibition | P09923 | purified IAP, CDP-Star luminescence, 30 min | inhibition, % at 10 µM | 0.12% of 330,000 active;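 active means inhibition reaching a set limit with compound at 10 µM in the primary screen, cut at about 35% in these data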;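 further: plate controls were DMSO wells with enzyme for no effect and no-enzyme buffer wells for full effect; values of inactives mirror those of a sister screen read the other way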
# Target sequence (P09923 whole entry, looked up): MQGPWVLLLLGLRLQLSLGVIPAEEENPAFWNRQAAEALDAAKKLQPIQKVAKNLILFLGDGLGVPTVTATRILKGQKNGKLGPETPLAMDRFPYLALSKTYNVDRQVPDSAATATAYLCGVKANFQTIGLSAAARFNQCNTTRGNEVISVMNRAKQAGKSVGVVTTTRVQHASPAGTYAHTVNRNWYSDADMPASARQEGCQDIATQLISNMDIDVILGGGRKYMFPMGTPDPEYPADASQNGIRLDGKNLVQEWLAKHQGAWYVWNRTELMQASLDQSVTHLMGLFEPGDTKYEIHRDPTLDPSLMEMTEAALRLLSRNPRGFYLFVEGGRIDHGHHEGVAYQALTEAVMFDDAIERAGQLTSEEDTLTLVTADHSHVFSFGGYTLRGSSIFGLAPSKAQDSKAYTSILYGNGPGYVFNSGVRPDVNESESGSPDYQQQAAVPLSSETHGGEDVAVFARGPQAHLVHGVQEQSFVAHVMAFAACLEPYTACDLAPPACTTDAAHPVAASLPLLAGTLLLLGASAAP
# The depositor's hits bear a star. No enrichment for hits; any-hit rate near 4.6%.
SMILES,APOBEC3G inh,NLRP3 yeast inh,TIM10 inh,mIAP block,beta cell repl,mIAP activ,tim10-1 inh,APOBEC3A inh,hIAP inh
CC(=O)N1N=C(c2cccnc2)OC1c1ccc(C(C)C)cc1 (stereo not drawn),-6.5,17.7,-34.1,11.1,-0.5,0.889,-11.4,-3.1,-1.2
O=C(CCNS(=O)(=O)c1c(Cl)cccc1Cl)OCC(=O)c1ccccc1,-7.8,-1.9,14.1,7.1,0.0,0.929,27.8,-0.9,5.2
O=C(CCC1N=C2c3ccccc3N=C(SCc3ccc(F)cc3)N2C1=O)NCc1ccco1 (stereo not drawn),1.3,25.0,14.6,3.1,-3.0,0.969,28.0,1.0,-18.9
O=C(CN(c1ccc(Cl)c(C(F)(F)F)c1)S(=O)(=O)c1ccccc1)N/N=C/c1cccc2c1OCCO2,-6.8,22.9,6.1,8.8,-3.4,0.912,9.0,-5.3,-20.4
CCC(=O)N1CCc2nc(-c3ccccc3)sc2C1,-7.1,16.4,0.7,4.7,-2.6,0.953,11.0,-2.3,3.2
CCCCNC(=O)[C@H]1C[C@H]1[C@@H](O)[C@H](CO)NC(=O)[C@H](Cc1ccccc1)NC(=O)OC(C)(C)C,-7.8,2.5,10.5,-3.5,1.5,1.03,8.4,66.1*,-1.0
Cc1onc(-c2ccccc2Cl)c1C(=O)Nc1ccc(Cl)cn1,15.5,11.9,-6.8,-6.0,-0.6,1.06,15.0,59.7*,14.4
CN(CC(=O)N1CCN(Cc2ccccc2)CC1)S(=O)(=O)c1ccc(F)cc1,-3.7,6.4,-21.5,2.8,-3.1,0.972,-1.3,-0.4,-25.1
Cc1[nH]n(-c2cccc([N+](=O)[O-])c2)c(=O)c1-c1ccccc1,1.2,-20.0,4.8,8.2,2.5,0.918,-8.1,-2.8,23.4
COc1ccc(S(=O)(=O)CCC(=O)N2c3ccccc3CC2C)cc1 (stereo not drawn),-7.1,-4.6,1.4,-25.5,0.6,1.25,22.0,-1.8,-12.8
COc1ccc(OC)c(S(=O)(=O)N2CCC(C(=O)N3CCN(Cc4ccccc4)CC3)CC2)c1,-5.1,6.8,5.2,0.3,-3.1,0.997,0.5,-3.6,2.1
COC(=O)c1ccc(S(=O)(=O)c2ccccc2)c(N)c1,-1.0,24.9,-10.0,-0.6,2.9,1.01,11.1,-1.6,7.1
O=C(CN1C(=O)NC2(CCCC2)C1=O)Nc1nc2ccccc2s1,1.0,23.8,-1.3,-7.8,0.2,1.08,5.0,4.2,-2.3
Cc1cccc(-n2c(SCC(N)=O)nnc2-c2ccccn2)c1C,-2.7,-2.2,-16.2,-5.2,-0.4,1.05,17.5,-1.1,-4.6
CC(=O)n1cc([C@H]2C=C(C(=O)N3CCN(Cc4ccc5c(c4)OCO5)CC3)O[C@@H](OCc3ccc(CO)cc3)C2)c2ccccc21,5.1,22.5,-0.8,7.9,-6.9,0.921,-0.3,-2.1,3.3
O=C(CSc1ncn[nH]1)NCCc1ccc(Cl)cc1,-12.1,23.8,7.6,10.4,-1.2,0.896,-14.9,-1.5,0.7
COC(=O)c1cc(NC(=O)Nc2ccccc2)ccc1Cl,2.3,0.1,12.6,-150.3,-2.4,2.5*,17.8,0.1,-2.6
Cc1cc(N2CCN(S(=O)(=O)c3ccc4c(c3)OCCO4)CC2)n2ncnc2n1,0.5,9.6,2.0,1.0,-1.4,0.99,14.3,3.9,10.3
Cc1cc(C)nc(NC(=O)c2cc(Br)ccc2Cl)n1,-1.1,-10.6,-7.3,1.4,-1.2,0.986,15.7,-2.8,-4.0
COc1ccccc1C1CN(c2ccccc2)N=C1c1cccs1 (stereo not drawn),-4.3,-31.2,38.6,-52.9,-3.5,1.53,33.7,-2.4,59.7*
CCOc1ccc(-c2n[nH]c(=S)n2/N=C/c2cc3c(cc2[N+](=O)[O-])OCO3)cc1,1.6,12.6,-7.9,3.5,0.0,0.965,12.4,2.1,-14.2
CCc1ccccc1NC(=O)CNC(=O)CSC(=S)N1CCCC1,-9.5,13.8,12.6,-4.3,0.6,1.04,0.5,-4.2,-10.7
COc1cc(C(=O)NNC(=O)c2ccc3c(c2)OCCO3)cc(OC)c1OC,-6.6,13.3,1.4,-9.1,-0.4,1.09,2.9,-2.7,-3.8
COc1ccc(OC)c(NC(=O)CN(Cc2ccc(Cl)cc2)S(C)(=O)=O)c1,1.8,8.2,-1.9,-14.2,-0.8,1.14,14.6,-0.7,-26.3
O=C(CON=C1c2ccccc2-c2ccccc21)NC12CC3CC(CC(C3)C1)C2,-8.0,14.4,32.4,14.6,0.0,0.854,22.2,-4.5,-4.6
CCOC(=O)c1c2n(c3ccc(O)cc13)CCCCC2,0.9,29.0,7.1,1.8,-1.9,0.982,19.4,3.2,6.8
COc1ccc(CNc2nc(SC)n[nH]2)cc1OC,-2.5,7.2,-5.2,-8.3,-4.2,1.08,-8.2,0.4,-10.8
Cc1cnc(NC(=O)CSc2nnc(-c3ccncc3)n2C2CCCCC2)s1,-5.4,-9.6,9.1,3.3,-1.4,0.967,12.0,-1.2,2.7
Cn1c(Nn2cnnc2)nc2ccccc21,-2.1,-0.1,5.3,-2.9,1.6,1.03,11.2,-0.1,14.9
CC(C)C(=O)Nc1nc(-c2ccc3c(c2)CCN3C(=O)C2CC2)cs1,-6.0,30.6,0.6,4.1,-1.1,0.959,12.0,-2.3,10.1
CN(C(=O)COC(=O)c1ccc([N+](=O)[O-])cc1)c1ccccc1,-3.2,4.5,14.9,-2.1,-1.8,1.02,6.8,1.4,-3.7
CC1CC(C)CN(C(=O)CCNS(=O)(=O)c2cccs2)C1 (stereo not drawn),-8.8,1.4,8.0,-5.8,-3.7,1.06,17.9,-6.6,5.3
COc1cc(CNC2CCCc3ccccc32)cc(OC)c1OC (stereo not drawn),-11.5,10.1,0.2,1.2,-1.1,0.988,12.9,-7.8,5.6
COc1ccc(C(=O)Nc2ccc(Cl)cc2C(=O)NCc2ccco2)cc1OC,-3.0,28.3,16.4,-2.2,-1.3,1.02,42.7*,-0.7,6.6
CCCc1cc(-c2ccc3c(c2)COc2c4ccccc4nn2-3)on1,-6.8,19.7,-5.9,9.8,1.0,0.902,-12.3,-1.2,6.1
CC(C)C(NC(=O)/C=C/c1cccc([N+](=O)[O-])c1)C(C)C,-6.0,10.0,7.9,-2.3,-1.6,1.02,15.3,-1.8,-5.0
O=S(=O)(Nc1ccc(-c2cn3c(n2)SCC3)cc1)c1cccs1,-4.4,1.1,14.0,7.7,-0.1,0.923,14.1,-1.8,-1.6
CCCCNC(=O)C1CCC(CNS(=O)(=O)c2ccc(C)cc2)CC1 (stereo not drawn),-4.8,6.4,0.8,-4.7,2.5,1.05,-7.7,-3.1,-0.7
O=C(OCC(=O)N1CCCC1=O)c1ncc(Cl)c(Cl)c1Cl,-4.8,-5.0,-10.5,0.7,-3.0,0.993,-1.6,-0.1,-3.5
O=S(=O)(N/N=C\c1cccn1-c1ccccc1)c1ccc2ccccc2c1,-6.3,16.2,23.5,-0.1,-1.2,1,25.7,-0.7,1.4
COC(=O)c1ccc2c(=O)n(CCN3CCOCC3)c(SCC(=O)Nc3ccc(OC)cc3OC)nc2c1,-4.3,16.0,2.6,4.4,-2.6,0.956,15.1,-7.7,-22.5
COc1ccc(C(=O)NCc2cccnc2)cc1,-5.9,-5.0,-6.9,-15.4,0.2,1.15,2.6,-7.5,-10.9
NC(=O)C1CCN(C(=O)COc2cccc3cccnc23)CC1,-6.0,5.8,-1.3,5.7,-1.6,0.943,5.2,-1.6,-13.4
Cc1ccc(OCC(=O)Nc2ccc(N3CCN(S(C)(=O)=O)CC3)cc2)cc1C,1.2,-9.8,11.3,-1.8,0.8,1.02,2.8,-0.3,11.2
Cc1csc2nc(SCC(=O)N3CCN(c4ccccc4)CC3)[nH]c(=O)c12,-8.0,21.2,-24.8,4.8,-4.8,0.952,-5.5,2.0,4.4
O=C(Cc1ccccc1)NNC(=S)NC(=O)c1cccs1,-1.3,21.6,8.3,11.0,-0.8,0.89,24.5,-3.2,-1.7
O=C(/C=C/c1ccccc1)NNC(=O)c1cccnc1,-4.4,1.8,-12.8,4.4,2.7,0.956,-28.3,-3.1,-14.5
CN(C)c1cccc(C(=O)N/C=C/n2cnc3cc(C(F)(F)F)ccc32)c1,-6.0,11.8,25.0,-3.6,-0.1,1.04,-9.8,0.4,6.6
COc1ncnc2c1N=C1CC(C)(C)CC(N)=C1S2,11.5,13.5,0.3,6.8,-2.0,0.932,-12.9,-5.1,6.6
CCOC(=O)C[C@H]1c2ccccc2S(=O)(=O)N1Cc1ccc(Cl)cc1,-9.9,9.0,2.0,-1.1,-3.6,1.01,21.4,-4.3,7.4
COCCCNC(=O)CCCOc1ccccc1,-2.9,14.5,5.7,3.5,-2.2,0.965,-2.2,-1.1,-1.2
Cc1cc(C)nc(NC(=O)c2ccc(Cl)cc2[N+](=O)[O-])c1,-5.3,17.7,10.5,5.9,-1.1,0.941,18.7,-4.1,1.7
O=C(O)/C=C/C(=O)Nc1ccc(SC(F)(F)C(F)(F)C(F)(F)F)cc1,3.1,12.9,-2.5,1.7,-3.2,0.983,1.5,2.2,8.5
CCCn1c(=O)c(C(=O)NCCc2ccccc2)c(O)c2ccccc21,5.4,10.9,3.3,8.3,-1.4,0.917,-3.2,-6.3,15.6
COc1ccc(N2CCN(C(=O)c3ccccc3NS(=O)(=O)c3ccccc3)CC2)cc1,3.6,16.2,6.8,0.3,-2.7,0.997,19.3,-4.0,-15.5
Cn1cc(Br)c(-c2cccc(NC(=O)CC(C)(C)CC(=O)O)c2)n1,-4.6,-10.4,-0.4,-7.2,0.3,1.07,-6.8,-2.4,-1.0
CCOC(=O)N1CCN(c2cc3nccnc3cc2F)CC1,-4.2,1.5,4.9,-0.7,-2.7,1.01,12.6,-0.8,19.5
Cc1ccc(C2=NS(=O)(=O)N(C)C(C(=O)N(C)C3CCCCC3)=C2)cc1,-8.5,17.9,0.3,9.7,3.4,0.903,21.4,-1.4,16.7
O=C(O)CC1S/C(=N/N=C2CCCCC2)N(c2ccccc2)C1=O (stereo not drawn),-5.3,9.9,-0.5,0.3,0.0,0.997,11.9,-1.9,7.0
CC(C)OC(=O)CSc1nc2c(c(C3CC=CCC3)c1C#N)CCC2 (stereo not drawn),-5.9,25.0,27.7,0.9,-3.0,0.991,25.4,-6.7,4.9
CC1(C(=O)N2CCOCC2)CCCCC1,-1.9,7.9,12.8,5.1,-1.4,0.949,-1.7,-3.0,5.4
Cc1ccc(C(=O)CC2(O)C(=O)N(Cc3ccccc3)c3ccccc32)o1 (stereo not drawn),-4.0,-1.2,14.6,-0.3,-6.0,1,9.4,-3.5,0.3

# Structures above that have a COOH group, in the order listed:
SMILES,APOBEC3G inh,NLRP3 yeast inh,TIM10 inh,mIAP block,beta cell repl,mIAP activ,tim10-1 inh,APOBEC3A inh,hIAP inh
O=C(O)/C=C/C(=O)Nc1ccc(SC(F)(F)C(F)(F)C(F)(F)F)cc1,3.1,12.9,-2.5,1.7,-3.2,0.983,1.5,2.2,8.5
Cn1cc(Br)c(-c2cccc(NC(=O)CC(C)(C)CC(=O)O)c2)n1,-4.6,-10.4,-0.4,-7.2,0.3,1.07,-6.8,-2.4,-1.0
O=C(O)CC1S/C(=N/N=C2CCCCC2)N(c2ccccc2)C1=O (stereo not drawn),-5.3,9.9,-0.5,0.3,0.0,0.997,11.9,-1.9,7.0
